bCat nuc transl: beta-catenin nuclear translocation modulation; nuclear translocation activity, % at 5 µM; AID 1665; HeLa beta-catenin nuclear translocation, immunofluorescence imaging; actives 0.3% (n = 190,000);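 active = nuclear translocation activity above 50% at 5 µM, with a well cell count of 50 or more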;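 also: per-cell ratio of nuclear to cytoplasmic median beta-catenin stain intensity; plate controls were DMSO negative control for no effect and GSK-3 inhibitor IX positive control for full effect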
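Test system: human HeLa cell line; Doses: 5 µM primary, 0.02–20 µM confirmation; Incubation: 24 h compound exposure, 37°C; Detection: beta-catenin immunofluorescence imaging with DAPI; Read-out: beta-catenin nuclear/cytoplasmic ratio, % activation.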
MT stabilizer: microtubule stabilizers in HeLa cells; HeLa tubulin immunostaining HCS, 24 h; share of cells brighter than vehicle mean+2SD; % tubulin-high responders, % at 10 µM; actives 0.83% (n = 200,000); AID 2205;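 active = plate Z-score above 3 for both tubulin-high and condensed-nucleus cell shares, with cell loss under 80%, at 10 µM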;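 also: anti alpha tubulin signal scored within the nucleus-defined area of each cell; some results filed as inactive read as strong as hits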
AID2073: inhibitors of Mint1-CaV2.2 protein interaction, biochemical, HTRF (AID 2073); HTRF protein-protein interaction, Mint1-CaV2.2; higher % means a stronger effect; inhibition, % at 20 µM; hits with a dose series show IC50 in µM; actives 0.19% (n = 290,000); in the data active = inhibition mostly above about 51%, no sharp cut-off; also: some results filed as inactive read as strong as hits
Autophagy HCS: autophagy modulation, high-content screen. MEF GFP-LC3 puncta imaging; test concentration mostly 10 µM. calls only at 10 µM (by protocol). actives 0.98% (n = 190,000);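 active = percentage of spot-positive cells more than 3 SD above its plate mean, without a fluorescence outlier flag or 80% toxicity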;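 also: spot-positive cell cutoff set from DMSO-treated cells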
Dynein transport: blocks dynein driven cargo transport along microtubules | 3617.4 mouse cells, GR-EGFP nuclear translocation imaging; test concentration mostly 20 µM; stimulated with dexamethasone, 1 µM; stronger effect = lower value | z-score, hits read low | actives 0.47% (n = 220,000) | AID 1381;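 active = plate z-score of nuclear minus cytoplasmic receptor signal below a set negative limit, without overly bright fluorescence or cell loss, cut at about -3.5 in these data, passing the limit was not always enough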;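 also: z-score of nuclear minus cytoplasmic ring GR-EGFP intensity difference per well; some compounds called inactive have numbers as strong as hits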
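Also added – dexamethasone, 1.0 µM final · Buffer or medium – tet-free, stripped-serum medium · Schedule – induction 48 h, compound 1 h, agonist 30 min · Detection – formaldehyde fixation, Hoechst nuclear stain, 10x automated fluorescence imaging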
HIV peptide binding: cell-free HIV fusion peptide-binding blockers – biochemical, uHTS, fluorescence dequenching, primary screen (AID 1986) | cell-free peptide binding, fluorescence dequenching, 30 min; higher % means a stronger effect | inhibition, % at 20 µM; hits with a dose series show IC50 in µM | actives 0.3% (n = 290,000); in the data active = inhibition mostly above about 52%, no sharp cut-off; inactive = mostly below about 76%; also: some results filed as inactive read as strong as hits
WT yeast gro inh: growth inhibition of WT yeast, mitochondrial fusion screen; mitochondrial fusion phenotypic screen, WT strain; inhibition, % at 10 µM; actives 2.1% (n = 190,000); in the data active = inhibition above about 58%; tested in S. cerevisiae
Yfh1-off respiration: mitochondrial function rescue without frataxin homolog – Friedreich's ataxia, plus single-dose screen, dose response (AID 1465); fold induction at 50 µM; hits with a dose series show EC50 in µM; S. cerevisiae Yfh1-off respiration, WST-1 reduction, 72 h; higher fold induction means a stronger effect; actives 0.074% (n = 220,000);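 active = fold induction of absorbance versus untreated yeast above a set limit, then at least 30% activation at any dose in follow-up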;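 also: activators that raise dye reduction in frataxin-depleted yeast; strong numbers were not always called active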
Insulin prom up: MIN6 insulin promoter up-regulation | actives 0.3% (n = 190,000) | AID 1625 | MIN6 insulin promoter-GFP reporter, high-content imaging; stronger effect = higher value | z-score at 5 µM;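 active = z-score above 3 at 5 µM with at least 500 cells counted in the well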
WT yeast gro inh mutant strain: further read-out of WT yeast gro inh, marked with its call; inhibition, %; mitochondrial fusion phenotypic screen, mutant strain inhibition
Dynein transport cytoplasmic EGFP: further read-out of Dynein transport, marked with its call; z-score; measured here: cytoplasmic GR-EGFP intensity; stronger effect = higher value
Dynein transport nuclear GR-EGFP: recorded beside Dynein transport, whose call it bears; z-score; measured here: nuclear GR-EGFP intensity;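 lower value marks the stronger effect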
Dynein transport cell count: second read-out of Dynein transport, no call of its own (marks repeat the call); z-score; measured here: cell count per field
Insulin prom up cell count: recorded beside Insulin prom up, whose call it bears; cell count; measured here: cytotoxicity, nuclei count;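 total cells summed across four imaged fields per well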
bCat nuc transl cell count 5 µM: also measured in bCat nuc transl; calls as there; cell count; measured here: cell count, cytotoxicity flag
MT stabilizer Hoechst-high %: second read-out of MT stabilizer, no call of its own (marks repeat the call); % Hoechst-high responders; measured here: nuclear condensation Hoechst responders;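 share of cells brighter than vehicle mean plus two SD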
MT stabilizer cytotoxicity %: second read-out of MT stabilizer, no call of its own (marks repeat the call); toxicity, %; measured here: cytotoxicity by cell density;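 0% = mean cell density of plate MIN control wells and 100% = no cells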
Autophagy HCS cell loss 18 h: also measured in Autophagy HCS; calls as there; toxicity, %; measured here: cell loss, nuclei count;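 cell loss after 18 h compound exposure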
Active calls of the source: *; i = inactive; . = not tested or not shown.

SMILES	bCat nuc transl	bCat nuc transl cell count 5 µM	MT stabilizer	MT stabilizer Hoechst-high %	MT stabilizer cytotoxicity %	AID2073	Autophagy HCS	Autophagy HCS cell loss 18 h	Dynein transport	Dynein transport cytoplasmic EGFP	Dynein transport nuclear GR-EGFP	Dynein transport cell count	HIV peptide binding	WT yeast gro inh	WT yeast gro inh mutant strain	Yfh1-off respiration	Insulin prom up	Insulin prom up cell count
O=[N+]([O-])c1c(Nc2ccccc2)ccc2nonc12	-0.8	940	1.3	2.5	7.3	1%	i	2	-0.43	-0.23	-0.5	0.65	-2.4%	3	10	i	0.83	1421
Cc1c(NC(=O)CSCc2ccc(Br)cc2)c(=O)n(-c2ccccc2)n1C	-3.3	1055	1.4	0.9	4.6	-1%	i	-14	0.33	-0.29	0.92	-0.85	-1.0%	0	-12	i	-0.44	1600
Cc1cc(C)c(S(N)(=O)=O)c(C)c1N(C)S(=O)(=O)c1ccccc1	-2.2	1045	1.9	1.6	3.1	-4%	i	5	-2.9	-0.15	-1.3	0.8	0.6%	-1	0	i	0.36	1661
COc1cc(CN(C)CCc2ccccn2)cc(OC)c1OC	0.3	957	3.3	1.7	5.5	7%	i	7	-1.1	-0.22	-0.34	0.45	2.1%	-8	1	i	0.09	1401
Cc1cc2c(cc1C)CN(c1ccccc1)C2	-0.7	1281	.	.	.	18%	.	.	0.15	-0.18	0.49	-0.28	0.7%	.	.	i	-0.09	1025
O=C(CSc1nnc(-c2ccc(O)cc2)n1-c1ccccc1)CC(=O)Nc1ccccc1	1.3	1107	2.3	2.4	9.9	-5%	i	-6	0.59	-0.13	0.66	-0.9	19%	0	0	i	1.4	1533
CCOC(=O)c1ccc(-n2c(CN3CCC(O)CC3)nc3ccc([N+](=O)[O-])cc3c2=O)cc1	-1.1	1017	2.0	3.1	2.9	31%	i	3	-0.28	-0.26	0.15	-0.029	2.8%	14	14	i	-0.15	1336
Cc1ccc(S(=O)(=O)N(C)CC(=O)NC2CC(C)(C)NC(C)(C)C2)cc1	.	.	2.1	0.7	31	3%	i	7	-0.076	-0.19	0.021	0.3	2.6%	-4	2	i	-0.67	996
COCCOC(=O)C1=C(C)NC2=C(C(=O)CC(C)(C)C2)C1c1cccnc1 (stereo not drawn)	-1.1	1056	1.4	1.7	7.6	8%	i	8	0.11	-0.2	0.39	-0.87	-2.3%	54	36	i	-0.01	1487
CCCCN=C1NN=C(c2ccc3c(c2)OCCO3)CS1	-1.8	1130	2.2	4.4	12	-5%	i	-3	-0.27	-0.21	-0.2	0.41	-4.2%	-10	-28	i	1.1	1158
O=C(CSc1ccccn1)Nc1nncs1	-5.8	604	1.6	2.0	5.2	2%	i	12	0.57	0.013	0.87	-0.54	-0.8%	-1	-11	i	.	.
CSc1ccc(NC(=O)/C=C/C(=O)O)cc1	2.1	1012	.	.	.	28%	.	.	0.99	-0.28	0.45	0.37	-0.7%	.	.	i	-0.08	1491
CCOC(=O)c1sc(NC(=O)c2cccnc2)c(C#N)c1C	-5.0	910	4.5	1.7	6.9	9%	i	-6	0.034	-0.13	0.55	-1.8	2.3%	14	7	i	-0.04	1454
COC(=O)C(Cc1c[nH]c2ccccc12)NC(C)=O (stereo not drawn)	-6.0	1123	3.4	3.0	9.1	9%	i	-9	1.8	0.83	1.2	0.15	-0.7%	-13	-10	i	0.3	1124
OC1(c2ccccc2F)CCN(Cc2nnnn2CCc2ccccc2)CC1	.	.	1.8	1.7	6.1	-7%	i	-3	-0.053	-0.19	0.41	0.94	-0.8%	19	29	i	-0.56	1027
COC(=O)c1ccc(CN2C(=O)NC3(CCCCC3)C2=O)cc1	-0.2	1138	2.3	2.9	3.6	-9%	i	-1	-0.22	-0.32	-0.55	0.47	0.4%	8	-4	i	0.54	1367
CCOC(=O)c1[nH]c2ccc(OC)cc2c1NC(=O)OC	-3.4	751	2.9	1.8	13	8%	i	13	-0.38	-0.24	-0.036	1.7	-1.4%	14	0	i	1.6	1204
O=S(=O)(Cc1ccccc1)N1CCc2ccccc21	5.3	925	7.1	2.1	4.2	4%	i	8	-0.62	10	2.2	-0.71	16%	7	-8	i	0.72	988
CCn1c(=N)n(CC(=O)C(C)(C)C)c2ccccc21	-3.8	913	2.4	2.6	2.6	8%	i	1	-0.29	-0.23	-0.16	1.1	1.6%	.	.	i	.	.
O=C(CSc1nncc2ccccc12)N1CCCCC1	-2.7	1143	1.9	3.1	1.5	-11%	i	3	-0.69	-0.011	-0.49	0.16	0.8%	-21	-29	i	-0.8	1134
COc1ccc(C(=O)C2CCCN(Cc3cn[nH]c3-c3ccc(F)cc3)C2)cc1OC (stereo not drawn)	-0.6	1556	1.9	2.2	12	1%	i	3	0.1	-0.33	-0.17	0.45	-1.5%	-14	0	i	-1.4	1581
CN(C)c1nc(N)nc(CSc2nnnn2-c2ccc(C(=O)O)cc2)n1	3.5	1090	1.4	0.7	10	0%	i	-7	-0.58	0.059	-0.33	-0.57	-0.7%	-3	-4	i	0.23	875
CN(C(=O)CSc1nc2ccc([N+](=O)[O-])cc2s1)C1CCS(=O)(=O)C1 (stereo not drawn)	-0.9	1380	.	.	.	-2%	.	.	-0.87	-0.77	-0.77	0.52	-1.9%	.	.	i	0.47	1137
CCCN1C2CCCC1CC(NC(=O)c1ccc(F)cc1)C2 (stereo not drawn)	-2.4	1160	6.3	2.6	8.7	2%	i	-20	0.03	-0.38	0.18	1	-2.6%	-5	-6	i	0.77	1068
CN(Cc1ccccc1)C(=O)c1[nH]cnc1C(=O)N[C@@H](Cc1ccccc1)C(=O)OCc1ccccc1	-3.5	1191	2.1	1.3	2.3	8%	i	11	0.13	-0.17	0.36	-0.28	-0.7%	13	-6	i	0.4	1438
CC(=O)N(c1ccc(Br)cc1)C1C=CS(=O)(=O)C1 (stereo not drawn)	1.6	1150	4.4	2.0	5.5	39%	.	.	-1.1	-0.21	-0.43	0.55	0.6%	16	-2	i	-0.69	1722
COc1ccc(N(C)S(=O)(=O)c2cccc(C(=O)NC3CCC(C)CC3)c2)cc1 (stereo not drawn)	-4.6	1088	3.8	3.3	11	-11%	i	-2	-1.2	-0.36	-0.26	1.3	-1.3%	2	-7	i	-0.22	1301
O=C(CCl)Nc1c[nH]c(=O)[nH]c1=O	-0.9	1056	2.2	1.0	2.7	-5%	i	-1	-0.36	-0.38	-0.71	0.7	-0.5%	-9	6	i	0.33	1242
COc1ccc2[nH]c(C)c(CCNc3ccc(C(F)(F)F)cc3[N+](=O)[O-])c2c1	-0.1	1210	2.0	1.3	7.3	18%	i	11	-0.43	0.052	-0.085	0.57	-5.0%	-4	-4	i	.	.
O=c1c2c3c(sc2[nH]c(=S)n1Cc1ccco1)CCC3	1.3	1226	.	.	.	28%	.	.	-1.9	-0.0031	-0.97	0.039	28%	.	.	i	-0.54	1096

Just AID2073, Dynein transport cytoplasmic EGFP and MT stabilizer cytotoxicity %, for some of the entries so far:
Molecule	AID2073	Dynein transport cytoplasmic EGFP	MT stabilizer cytotoxicity %
COc1ccc(N(C)S(=O)(=O)c2cccc(C(=O)NC3CCC(C)CC3)c2)cc1 (stereo not drawn)	-11%	-0.36	11
O=C(CCl)Nc1c[nH]c(=O)[nH]c1=O	-5%	-0.38	2.7

Remaining list, next part.
SMILES	bCat nuc transl	bCat nuc transl cell count 5 µM	MT stabilizer	MT stabilizer Hoechst-high %	MT stabilizer cytotoxicity %	AID2073	Autophagy HCS	Autophagy HCS cell loss 18 h	Dynein transport	Dynein transport cytoplasmic EGFP	Dynein transport nuclear GR-EGFP	Dynein transport cell count	HIV peptide binding	WT yeast gro inh	WT yeast gro inh mutant strain	Yfh1-off respiration	Insulin prom up	Insulin prom up cell count
COc1cccc(N(CC(=O)NCCSc2ccccc2)S(C)(=O)=O)c1	-1.6	1133	4.6	1.6	1.4	0%	i	1	2.7	-0.21	1.6	-1.1	-1.5%	-17	1	i	-0.23	1095
CCC1CCCCN1S(=O)(=O)c1ccc(C(=O)Nc2nnc(-c3ccccc3Cl)o2)cc1 (stereo not drawn)	3.9	975	2.3	1.4	0.8	15%	i	13	0.47	-0.22	0.48	-1.1	7.4%	-6	-16	i	-0.87	771
CCOc1ccc(N(CC(=O)Nc2ccc(C)cc2)S(=O)(=O)c2c(C)[nH]c(=O)[nH]c2=O)cc1	0.7	1340	.	.	.	-4%	.	.	0.96	-0.21	1	-0.48	1.2%	.	.	i	0.53	1021
CC(C)(C)N(NC(=O)c1ccccc1)C(=O)c1cccc(C(=O)N(NC(=O)c2ccccc2)C(C)(C)C)c1	1.2	1311	2.8	1.4	3.6	1%	i	-31	0.48	-0.2	0.77	0.41	-1.1%	-7	-13	i	-0.22	1540
CN(C)CCCNc1ncnc2c1cnn2-c1ccccc1	.	.	3.4	2.4	4.5	1%	i	-2	-0.079	-0.21	-0.01	-0.24	-0.5%	8	-3	i	0.2	1043
CCOC(=O)Cc1csc(Nc2ccc(Cl)cc2)n1	-0.1	1141	2.3	3.0	2.3	-7%	i	6	-0.025	-0.29	-0.32	0.037	-2.3%	30	26	i	1	1467

Retrieved by compound from above (2):
SMILES	bCat nuc transl	bCat nuc transl cell count 5 µM	MT stabilizer	MT stabilizer Hoechst-high %	MT stabilizer cytotoxicity %	AID2073	Autophagy HCS	Autophagy HCS cell loss 18 h	Dynein transport	Dynein transport cytoplasmic EGFP	Dynein transport nuclear GR-EGFP	Dynein transport cell count	HIV peptide binding	WT yeast gro inh	WT yeast gro inh mutant strain	Yfh1-off respiration	Insulin prom up	Insulin prom up cell count
CCOc1ccc(N(CC(=O)Nc2ccc(C)cc2)S(=O)(=O)c2c(C)[nH]c(=O)[nH]c2=O)cc1	0.7	1340	.	.	.	-4%	.	.	0.96	-0.21	1	-0.48	1.2%	.	.	i	0.53	1021
CC(C)(C)N(NC(=O)c1ccccc1)C(=O)c1cccc(C(=O)N(NC(=O)c2ccccc2)C(C)(C)C)c1	1.2	1311	2.8	1.4	3.6	1%	i	-31	0.48	-0.2	0.77	0.41	-1.1%	-7	-13	i	-0.22	1540
